b-catenin transl: beta-catenin nuclear translocation modulation. nuclear translocation activity, % at 5 µM. hit rate 0.3% among 190,000. HeLa beta-catenin nuclear translocation, immunofluorescence imaging. AID 1665;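 active means nuclear translocation activity above 50% at 5 µM, with a well cell count of 50 or more; inconclusive means wells under 50 cells across six images, flagged as toxic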;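 further: per-cell ratio of nuclear to cytoplasmic median beta-catenin stain intensity; plate controls were DMSO negative control for no effect and GSK-3 inhibitor IX positive control for full effect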
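System: Human HeLa cells, endogenous beta-catenin | Compound dosing: 5 µM primary, 0.02–20 µM confirmation | Timing: 24 h compound exposure at 37°C, 5% CO2 | Measured by: Fluorescence imaging of beta-catenin antibody stain plus DAPI | Read-out basis: % activation of per-cell nuclear versus cytoplasmic median beta-catenin signal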
Autophagy mod: autophagy modulation, high-content screen; calls only at 10 µM (by protocol); hit rate 0.98% among 190,000; MEF GFP-LC3 puncta imaging; test concentration mostly 10 µM;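 active means percentage of spot-positive cells more than 3 SD above its plate mean, without a fluorescence outlier flag or 80% toxicity; inconclusive means no clear call, values can overlap the other calls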;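 further: spot-positive cell cutoff set from DMSO-treated cells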
WT yeast gro inh: growth inhibition of WT yeast, mitochondrial fusion screen; mitochondrial fusion phenotypic screen, WT strain; inhibition, % at 10 µM; hit rate 2.1% among 190,000; in the data active means inhibition above about 58%; tested in S. cerevisiae
Ins promoter up: MIN6 insulin promoter up-regulation; MIN6 insulin promoter-GFP reporter, high-content imaging; active compounds read high; z-score at 5 µM; hit rate 0.3% among 190,000; AID 1625;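 active means z-score above 3 at 5 µM with at least 500 cells counted in the well; inconclusive means wells under 500 cells, flagged as cytotoxic or low count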
Dynein cargo inh: dynein cargo transport inhibition; 3617.4 mouse cells, GR-EGFP nuclear translocation imaging; test concentration mostly 20 µM; stimulated with dexamethasone, 1 µM; active compounds read low; hit rate 0.47% among 220,000; z-score, hits read low;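 active means plate z-score of nuclear minus cytoplasmic receptor signal below a set negative limit, without overly bright fluorescence or cell loss, cut at about -3.5 in these data, passing the limit was not always enough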;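 further: z-score of nuclear minus cytoplasmic ring GR-EGFP intensity difference per well; some compounds called inactive have numbers as strong as hits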
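medium = tetracycline-free induction medium containing charcoal-stripped FBS | also added = 1.0 µM final dexamethasone stimulus | schedule = 48 h induction, 1 h compound, 30 min dex at 37 °C | technique = fixed, Hoechst-stained cells imaged at 10x for EGFP | measure = GR-EGFP nuclear translocation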
Hep lipid drop: hepatic lipid droplet formation modulation; inhibition, % at 6.5 µM; hit rate 0.4% among 240,000; AML12 mouse hepatocytes, oleate lipid droplets, BODIPY imaging;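 active means lipid droplet intensity inhibited by at least 50%, with more than 500 cells counted; inconclusive means wells with under 300 cells, treated as cytotoxic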
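Test system: AML12 mouse liver cells; schedule: overnight exposure; technique: high-content imaging of BODIPY-stained droplets and DAPI nuclei; read-out: % inhibition of corrected integrated BODIPY droplet signal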
Yfh1-off respiration: enhancers of respiration in Yfh1-depleted yeast, dose response, Friedreich's ataxia, plus single-dose screen (AID 1465) | fold induction at 50 µM; hits with a dose series show EC50 in µM | hit rate 0.074% among 220,000 | S. cerevisiae Yfh1-off respiration, WST-1 reduction, 72 h; higher fold induction means a stronger effect;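 active means fold induction of absorbance versus untreated yeast above a set limit, then at least 30% activation at any dose in follow-up; inconclusive means repeats straddling the limit, or above it without dose testing; inactive means fold induction below the set limit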;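 further: activators that raise dye reduction in frataxin-depleted yeast; strong numbers were not always called active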
HEK293 NOD2/NF-kB: NOD2 signaling inhibitors, cell-based, luminescence, uHTS, HEK293 (AID 1566). HEK293 NOD2/NF-kB luciferase reporter, luminescence; higher % means a stronger effect. one-dose inhibition, % at 4 µM; EC50 in µM for titrated hits. hit rate 0.63% among 290,000; in the data active means inhibition above about 50%; further: many of its hits are not listed in these tables
MT stabilize HCS: stabilizes microtubules in HeLa cells; hit rate 0.83% among 200,000; HeLa tubulin immunostaining HCS, 24 h; share of cells brighter than vehicle mean+2SD; % tubulin-high responders, % at 10 µM;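 active means plate Z-score above 3 for both tubulin-high and condensed-nucleus cell shares, with cell loss under 80%, at 10 µM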;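 further: anti alpha tubulin signal scored within the nucleus-defined area of each cell; some results filed as inactive read as strong as hits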
WT yeast gro inh mutant strain: second read-out of WT yeast gro inh, no call of its own (marks repeat the call); inhibition, %; mitochondrial fusion phenotypic screen, mutant strain inhibition
Dynein cargo inh cytoplasmic EGFP: further read-out of Dynein cargo inh, marked with its call; z-score; measured here: cytoplasmic GR-EGFP intensity; active compounds read high
Dynein cargo inh nuclear GR-EGFP: second read-out of Dynein cargo inh, no call of its own (marks repeat the call); z-score; measured here: nuclear GR-EGFP intensity;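 lower value marks the stronger effect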
Dynein cargo inh cell count: further read-out of Dynein cargo inh, marked with its call; z-score; measured here: cell count per field
Ins promoter up cell count: recorded beside Ins promoter up, whose call it bears; cell count; measured here: cytotoxicity, nuclei count;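 total cells summed across four imaged fields per well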
Hep lipid drop cells 6.5 µM: second read-out of Hep lipid drop, no call of its own (marks repeat the call); cell count; measured here: cell count, cytotoxicity flag;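 cells counted across two imaged fields per well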
b-catenin transl cell count 5 µM: recorded beside b-catenin transl, whose call it bears; cell count; measured here: cell count, cytotoxicity flag
MT stabilize HCS Hoechst-high %: second read-out of MT stabilize HCS, no call of its own (marks repeat the call); % Hoechst-high responders; measured here: nuclear condensation Hoechst responders;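 share of cells brighter than vehicle mean plus two SD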
MT stabilize HCS cytotoxicity %: second read-out of MT stabilize HCS, no call of its own (marks repeat the call); toxicity, %; measured here: cytotoxicity by cell density;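 0% = mean cell density of plate MIN control wells and 100% = no cells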
Autophagy mod cell loss 18 h: also measured in Autophagy mod; calls as there; toxicity, %; measured here: cell loss, nuclei count;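 cell loss after 18 h compound exposure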
* = called active by the depositor; i = inactive; ? = inconclusive; nt = no result given. These rows are one share of the data. The share of hits here may be higher or lower than overall.

Structure	MT stabilize HCS	Dynein cargo inh nuclear GR-EGFP	Ins promoter up	HEK293 NOD2/NF-kB	Hep lipid drop cells 6.5 µM	Dynein cargo inh	Dynein cargo inh cell count	Autophagy mod cell loss 18 h	Dynein cargo inh cytoplasmic EGFP	Yfh1-off respiration	MT stabilize HCS cytotoxicity %	MT stabilize HCS Hoechst-high %	Hep lipid drop	WT yeast gro inh mutant strain	b-catenin transl cell count 5 µM	Autophagy mod	b-catenin transl	WT yeast gro inh	Ins promoter up cell count
CCOC(=O)N1CCN(S(=O)(=O)c2ccc(C)cc2)C1c1ccccc1 (stereo not drawn)	2.0	0.436	-0.17	-5.8%	nt	1.14	-0.00228	-6.3	-0.478	i	13.8	2.9	nt	4.8	1129	i	-3.8	-5.0	1164
O=C(C1=C[C@H](C2CC2)C[C@H](OCCCCO)O1)N1CCN(Cc2ccc3c(c2)OCO3)CC1	4.3	-0.2	1.13	2.4%	744	-0.91	0.34	-7.1	-0.171	i	9.8	1.7	-1.7	12.6	1101	i	-0.7	-0.3	1412
COc1cc(NC(=O)CSc2nnc(C)s2)cc(OC)c1	5.2	0.116	0.2	2.2%	nt	-0.149	0.148	6.0	-0.194	i	8.0	1.9	nt	-0.3	1136	i	-0.2	-6.5	975
CCCCCC1CC(=O)N(Cc2ccccc2)C(=O)N1 (stereo not drawn)	2.4	-0.0065	-0.49	22.4%	nt	-0.362	0.272	50.1	-0.208	i	7.6	1.8	nt	57.7	1384	i	-0.1	35.2	1503
Cc1cc(NC(=O)c2ccc3c(c2)OCCO3)no1	6.9	1.19	0.36	-75.4%	722	1.45	-0.374	-2.0	-0.172	i	15.5	5.8	26.4	22.5	nt	i	nt	20.3	1202
Cc1ccc2[nH]c(=O)c(CN(CCCN3CCOCC3)C(=O)Nc3ccc(Cl)cc3)cc2c1	3.4	0.291	-1	17.4%	652	0.0143	0.325	17.9	0.224	i	5.5	1.3	1.6	6.5	1487	i	-0.2	13.4	1311
Cc1ccc(S(=O)(=O)N2CCOCC2)cc1NC(=O)CSc1nc(N)cc(=O)[nH]1	nt	0.671	-0.14	11.5%	754	1.61	-0.912	nt	-0.186	i	nt	nt	-9.8	nt	1075	nt	-1.6	nt	1451
O=C(O)c1ccnc(SCC(=O)c2ccccc2)c1	3.4	-0.459	0.15	5.7%	701	-0.419	-0.189	1.1	-0.264	?	4.9	1.4	-0.1	15.8	nt	i	nt	-2.4	1265
COc1ccc(S(=O)(=O)Nc2cccc(S(=O)(=O)N3CCCCCC3)c2)cc1	3.7	-0.637	-0.43	-4.9%	603	-1.71	-0.46	4.8	-0.118	i	6.2	2.6	4.9	-4.9	1110	i	0.1	-14.6	1380
c1nc2nc3c(c(N4CCOCC4)n2n1)CCCC3	1.0	0.605	nt	-0.8%	nt	1.07	0.445	-7.1	-0.144	i	10.0	5.1	nt	-4.1	847	i	-2.6	6.4	nt
O=C(Cn1nc(-c2ccccc2)c2ccccc2c1=O)Nc1cccc(O)c1	2.3	-0.332	0.09	-20.9%	758	-0.602	0.654	16.6	-0.278	i	3.6	1.3	0.8	4.0	1173	i	-1.3	4.2	1418
CCOc1ccc(CCNC(=O)c2nnc(Cc3ccc(F)cc3)o2)cc1OCC	6.8	0.805	-0.28	5.3%	695*	0.128	-0.153	-52.1	-0.249	nt	7.7	2.4	101.6*	-1.0	590	i	0.8	-3.8	1114

Further records
Structure	MT stabilize HCS	Dynein cargo inh nuclear GR-EGFP	Ins promoter up	HEK293 NOD2/NF-kB	Hep lipid drop cells 6.5 µM	Dynein cargo inh	Dynein cargo inh cell count	Autophagy mod cell loss 18 h	Dynein cargo inh cytoplasmic EGFP	Yfh1-off respiration	MT stabilize HCS cytotoxicity %	MT stabilize HCS Hoechst-high %	Hep lipid drop	WT yeast gro inh mutant strain	b-catenin transl cell count 5 µM	Autophagy mod	b-catenin transl	WT yeast gro inh	Ins promoter up cell count
CCCSc1nnc(-c2c[nH]c3ccccc23)n1C	2.3	0.809	-1.18	2.3%	nt	0.796	-1	-1.0	0.12	i	5.5	2.5	nt	-10.4	nt	i	nt	-15.8	850
OC(CNCC(c1ccc(Cl)cc1Cl)c1c[nH]c2ccccc12)c1ccccc1 (stereo not drawn)	10.7*	0.544	-1.05	-0.1%	724	1.88	-1.08	-1.2	-0.0971	i	39.3*	30.1*	31.1	97.9	1139	i	-2.9	97.5	1167
CC(C)CC1(C(=O)NCc2cc(F)cc(C(F)(F)F)c2)C=CCN1C(=O)c1ccccc1 (stereo not drawn)	2.3	0.27	0.73	17.5%	730	-0.187	0.248	5.1	-0.232	i	1.4	1.9	-4.7	-8.0	582	i	-4.3	-3.2	1056
CCc1cc2c(NC(Cc3c[nH]c4ccccc34)C(=O)O)nc(C)nc2s1 (stereo not drawn)	2.6	-0.344	0.3	7.0%	639	0.0742	0.277	-11.8	-0.311	i	8.8	3.0	4.5	-11.4	980	i	-0.8	-8.8	2183
CN(CC(=O)Nc1nc2ccccc2s1)S(=O)(=O)c1ccc(Cl)cc1	2.0	1.73	-0.14	1.8%	nt	2.86	-1.65	-9.2	0.333	i	8.8	1.0	nt	6.4	nt	i	nt	7.2	980
COc1cccc(CNC(=O)CCC2CCCN(C(=O)c3ccoc3)C2)c1 (stereo not drawn)	2.9	0.972	0.77	5.6%	691	2.47	-0.709	27.3	-0.315	i	4.0	0.7	0.1	-1.8	946	i	0.2	-10.3	1310
Cc1nnc(SCC2=C(C(=O)O)N3C(=O)C(NC(=O)c4cccc(F)c4F)C3SC2)s1 (stereo not drawn)	5.1	1.78	-0.2	20.6%	728	2.17	-2.22	28.4	0.00969	i	8.8	0.6	3.7	3.5	1153	i	-1.2	4.3	1412
CCC(=O)NC(=S)Nc1cccc(NC(=O)c2ccccc2Cl)c1	1.5	1.04	-0.1	22.2%	nt	1.53	-0.086	24.5	-0.13	i	6.6	1.9	nt	1.1	1380	i	2.3	2.5	1624
CCN(CC)S(=O)(=O)c1cc(C(=O)OCC(=O)NC2CCCc3ccccc32)ccc1C (stereo not drawn)	1.9	-0.0877	0.19	-2.2%	658	-0.302	0.368	3.5	-0.242	i	0.5	1.2	-3.0	2.5	1050	i	-1.6	18.6	1410
O=C(CSc1nc2[nH]ncc2c(=O)[nH]1)N1CCCCC1	3.4	0.463	0.32	8.8%	677	0.331	-0.73	6.6	-0.233	i	2.9	3.0	0.8	-8.5	988	i	3.2	20.1	1404
O=C(N/N=C(/CC(=O)c1cccs1)C(F)(F)F)c1ccc(O)cc1	3.9	-0.567	-0.82	-3.3%	628	-0.301	-0.132	3.3	-0.168	i	4.7	2.4	-3.9	-23.5	nt	i	nt	-8.4	1379
C/C=C(\C)CN1CCN(c2ccccc2F)CC1	8.7	0.408	-0.68	4.9%	726	0.228	-0.702	4.0	0.046	i	8.7	2.5	16.9	-15.6	nt	i	nt	-0.7	1258

Remaining list, next part.
Structure	MT stabilize HCS	Dynein cargo inh nuclear GR-EGFP	Ins promoter up	HEK293 NOD2/NF-kB	Hep lipid drop cells 6.5 µM	Dynein cargo inh	Dynein cargo inh cell count	Autophagy mod cell loss 18 h	Dynein cargo inh cytoplasmic EGFP	Yfh1-off respiration	MT stabilize HCS cytotoxicity %	MT stabilize HCS Hoechst-high %	Hep lipid drop	WT yeast gro inh mutant strain	b-catenin transl cell count 5 µM	Autophagy mod	b-catenin transl	WT yeast gro inh	Ins promoter up cell count
Cc1ccnc(NC(=O)c2ccc(S(=O)(=O)c3ccccc3)cc2)c1	0.7	-0.209	-0.03	12.0%	646	-0.609	0.691	10.5	-0.286	i	9.9	1.5	-8.3	-5.1	796	i	7.1	-4.8	1555
Cc1cc(C)n(-c2ccc(C(=O)NC3CCCCC3)cc2)n1	3.0	0.171	-0.35	-8.3%	639	-0.0697	-0.595	22.8	0.0719	i	6.3	2.5	-4.9	-13.5	1080	i	3.8	1.1	1028
CCCS(=O)(=O)N1CCC(C(=O)NCCCN2CCCC2=O)CC1	6.2	-0.152	0.12	4.7%	690	-0.308	0.698	-3.6	-0.152	i	5.7	2.1	11.7	3.3	1093	i	0.3	-7.8	1843
CCOC(=O)c1cc(C#N)c(SCc2ccc(C#N)cc2)nc1C	2.2	-0.236	nt	nt	nt	-0.653	0.63	3.8	-0.205	i	5.7	1.8	nt	-17.1	nt	i	nt	-18.2	nt
O=C(Nc1cccnc1)c1ccccc1-c1nc(-c2ccccc2F)no1	2.3	0.294	-0.44	5.7%	812	-0.0926	0.341	-4.6	-0.334	i	8.1	1.6	9.9	-0.6	nt	i	nt	6.7	991

Bioassay records (PubChem BioAssay)
